Yfh1-depleted yeast: enhancers of respiration in Yfh1-depleted yeast, dose response, Friedreich's ataxia, plus single-dose screen (AID 1465) | S. cerevisiae Yfh1-off respiration, WST-1 reduction, 72 h; higher fold induction means a stronger effect | fold induction at 50 µM, or EC50 in µM where a hit was titrated | actives 0.074% (n = 220,000);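 active = fold induction of absorbance versus untreated yeast above a set limit, then at least 30% activation at any dose in follow-up; inconclusive = repeats straddling the limit, or above it without dose testing; inactive = fold induction below the set limit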;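 also: activators that raise dye reduction in frataxin-depleted yeast; strong numbers were not always called active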
WT yeast gro inh: growth inhibition of WT yeast, mitochondrial fusion screen. mitochondrial fusion phenotypic screen, WT strain. inhibition, % at 10 µM. actives 2.1% (n = 190,000). AID 1362; in the data active = inhibition above about 58%; tested in S. cerevisiae
PMI inhibitors: inhibitors of human PMI, primary screen, biochemical, fluorescence intensity, coupled assay (AID 1209); purified PMI enzyme, coupled fluorescence intensity; higher % means a stronger effect; inhibition, % at 20 µM; hits with a dose series show IC50 in µM; actives 0.42% (n = 190,000);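 also: plate controls were DMSO vehicle for no effect and wells lacking substrate for full effect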
P. falciparum M17LAP: P. falciparum M17LAP inhibitors, primary screen, biochemical, fluorogenic H-Leu-NHMec substrate, 1536-well (AID 1619). actives 0.38% (n = 220,000). recombinant M17LAP, H-Leu-NHMec fluorogenic kinetic assay; higher % means a stronger effect. inhibition, % at 30 µM, or IC50 in µM where a hit was titrated;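 active = compound inhibiting the enzyme by more than half at any dose during confirmatory dose-response retesting; inconclusive = strong single-dose inhibitors picked by rank but not retested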;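 also: plate controls were full reaction with DMSO carrier for no effect and no enzyme background for full effect; strong numbers were not always called active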
TNAP activation fold: human TNAP enzyme activators, primary screen, biochemical, luminescent, no phosphate acceptor, uHTS (AID 1001); actives 0.03% (n = 200,000); purified TNAP, luminescent activation assay, no phosphate acceptor; higher activation fold means a stronger effect; one-dose activation fold at 20 µM; EC50 in µM for titrated hits; in the data active = activation fold from about 3, or a potency from the dose series; inactive = the rest, 99 in 100 with activation fold below about 1.6; also: many of its hits are not listed in these tables
LYP phosphatase: inhibitors of LYP phosphatase, biochemical, fluorescence intensity, uHTS (AID 1779); recombinant LYP phosphatase, fluorescence intensity; higher % means a stronger effect; one-dose inhibition, % at 11.5 µM; IC50 in µM for titrated hits; actives 0.054% (n = 290,000);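 also: plate controls were vehicle with enzyme for no effect and no enzyme for full effect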
XIAP antagonists: small molecules displacing peptide from XIAP – biochemical, IAP family, fluorescence polarization (AID 1018). one-dose displacement, % at 20 µM; IC50 in µM for titrated hits. actives 0.007% (n = 200,000). XIAP BIR domain, fluorescence polarization peptide displacement; higher % means a stronger effect; in the data active = displacement above about 50%; also: a part of the inactive calls stands beside numbers as strong as those of hits
M1AAP inhibition: P. falciparum M1AAP inhibitors, biochemical, fluorogenic H-Leu-NHMec substrate, 1536-well (AID 1445); recombinant M1AAP, H-Leu-NHMec fluorogenic kinetic assay; higher % means a stronger effect; inhibition, % at 30 µM; hits with a dose series show IC50 in µM; actives 0.42% (n = 220,000);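 active = primary inhibition above the hit cutoff, then over 50% inhibition at one or more dose response concentrations, cut at about 23% in these data, passing the limit was not always enough; inconclusive = conflicting primary data, or primary hits not chosen for dose response; inactive = low primary inhibition, or under 50% at every dose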;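 also: plate controls were DMSO full reaction for no effect and no enzyme background for full effect; strong numbers were not always called active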
PMI inhibition: MPI inhibition at elevated mannose 6-phosphate – biochemical, fluorescence intensity, high mannose 6-phosphate, primary screen (AID 1220); recombinant PMI enzyme, coupled fluorescence intensity; higher % means a stronger effect; inhibition, % at 20 µM, or IC50 in µM where a hit was titrated; actives 0.66% (n = 190,000)
WT yeast gro inh mutant strain: second read-out of WT yeast gro inh, no call of its own (marks repeat the call); inhibition, %; mitochondrial fusion phenotypic screen, mutant strain inhibition
* hit, by the source's call; i = inactive; u = inconclusive; x = no result given. Rule as the data show it, unless noted: active = inhibition above about 50%; inactive = the rest.

no.	mol	M1AAP inhibition	Yfh1-depleted yeast	WT yeast gro inh	TNAP activation fold	WT yeast gro inh mutant strain	P. falciparum M17LAP	PMI inhibitors	LYP phosphatase	PMI inhibition	XIAP antagonists
1	CC(C)COCC(O)CC(Cc1ccccc1)C(=O)NN (stereo not given)	4.5%	i	12.0	1	3.5	-4.7%	4.3%	-7.2%	2.9%	-6.8%
2	COc1cc(CC(NC(C)=O)C(=O)NC2CCN(c3c(Cc4ccccc4)c(C)nc4ncnn34)CC2)cc(OC)c1 (stereo not given)	-0.6%	i	-1.1	1	-9.7	2.2%	4.6%	-1.7%	9.2%	-9.8%
3	O=C(Oc1ccc2c3c(c(=O)oc2c1)CCCC3)c1ccco1	5.7%	i	2.5	1.1	12.8	-5.9%	15.5%	-5.3%	11.7%	-5.0%
4	COc1ccccc1C(=O)N1CCN(Cc2ccc3c(c2)OCO3)CC1	6.0%	i	-26.4	1.1	8.1	-0.1%	8.2%	-6.6%	10.0%	-3.4%
5	O=[N+]([O-])c1cccc(C2=NC(c3ccccc3)CO2)c1 (stereo not given)	0.7%	i	2.4	1	-15.7	1.4%	4.1%	-2.8%	4.9%	-6.1%
6	Nc1ccn([C@@H]2CS[C@H](CO)O2)c(=O)n1	-1.2%	i	0.3	1.1	7.8	2.3%	-0.4%	-7.1%	-5.6%	-3.5%
7	Cn1nc(-c2ccccc2)c(CSc2cccc(Cl)c2)c1Cl	1.2%	i	52.0	1.1	25.0	-7.1%	15.7%	-0.7%	11.0%	-9.2%
8	CCCC12CN3CC(C)(CN(C1)C31C(=O)Nc3ccc(C)cc31)C2=O (stereo not given)	-1.6%	i	13.6	1	13.8	-4.1%	3.1%	-7.9%	-1.1%	-3.3%
9	O=C(NC1CCCc2ccccc21)C1CCN(S(=O)(=O)c2cnc[nH]2)CC1 (stereo not given)	3.6%	i	-24.6	1.1	-17.4	15.9%	-4.5%	0.1%	-17.2%	-5.2%
10	CNC(=O)/C(=C/c1ccc2c(c1)OCO2)NC(=O)c1ccc(Br)cc1	-0.9%	i	3.5	1.2	-17.1	24.3%	14.1%	-1.0%	9.4%	-5.2%
11	N#Cc1cccc(S(=O)(=O)NCC(=O)OCC(=O)c2ccc[nH]2)c1	9.4%	i	-13.5	1.2	1.4	7.6%	7.8%	-8.3%	-0.2%	-4.3%
12	Cc1ccc(S(=O)(=O)N2CCCCC2)cc1NC(=O)c1ccc2ccccc2n1	9.0%	i	-0.7	1	-9.7	20.5%	-0.6%	5.7%	7.3%	-10.6%
13	CC(=O)c1ccc(N2CCN(C(=O)c3ccc(Cn4c(=S)[nH]c5ccc(N6CCOCC6)cc5c4=O)cc3)CC2)cc1	10.4%	i	-6.8	1.2	-24.1	2.9%	-0.4%	1.0%	8.2%	-3.3%
14	COc1ccc(-c2cn3cc([N+](=O)[O-])ccc3n2)cc1OC	7.0%	i	1.4	1	2.4	36.6%	-3.8%	-1.9%	4.5%	-2.3%
15	Fc1ccc(-c2nnc3ccccn23)cc1	1.7%	i	14.8	0.9	9.4	16.5%	-19.2%	-7.4%	-16.1%	-8.4%
16	CCOc1ccc2[nH]c(=O)c(CN(CCc3ccccc3)C(=O)c3cnccn3)cc2c1	-7.8%	i	-2.1	1	-10.7	4.5%	-1.6%	-0.7%	4.0%	-6.6%
17	C/C=C/C(=O)OCC(=O)Nc1ccccc1Br	-8.9%	i	4.9	1.1	-22.2	2.0%	-4.9%	-4.0%	2.6%	-4.1%
18	COc1ccc(C2CC(c3cccs3)=NN2c2ccc(F)cc2)cc1OC (stereo not given)	10.3%	i	30.3	1.4	11.7	-4.5%	-44.7%	-3.7%	-117.9%	-1.9%
19	CC1CCCC(NC(=O)C2CCN(S(=O)(=O)N3CCCCCC3)CC2)C1C (stereo not given)	4.0%	i	1.1	1	-14.5	-4.2%	-8.2%	2.5%	-3.4%	-6.6%
20	COc1ccc(NC(=O)CN(C)CC(=O)Nc2ccc(N3CCOCC3)cc2)c([N+](=O)[O-])c1	0.5%	i	-5.5	1.1	4.7	7.8%	-10.7%	-1.9%	6.6%	-2.8%
21	COc1cc(C(=O)Nc2cccc3cccnc23)cc(OC)c1OC	-6.1%	i	8.5	1	3.3	-6.8%	4.6%	-2.2%	-1.5%	-6.3%
22	CCN(CC)c1ccc2c(Cl)cc(=O)oc2c1	7.1%	i	-11.6	1.2	5.0	-18.1%	4.4%	0.2%	7.2%	-8.4%
23	Cc1onc(-c2ccccc2)c1C(=O)Nc1ccncc1	6.7%	i	0.0	1.1	-6.7	-25.2%	16.5%	0.7%	13.7%	-2.2%
24	COC(=O)c1ccccc1NC(=O)c1cc(-c2cccs2)on1	1.0%	i	10.3	1.1	17.4	-1.7%	-3.8%	-1.1%	-2.4%	-8.2%
25	O=C(c1ccc(Cl)cc1)C1CCCN(C(=O)c2csnn2)C1 (stereo not given)	-5.2%	i	-4.7	1.1	10.6	2.3%	-0.7%	-2.3%	-9.4%	-5.1%
26	O=C(CCC1CCCN(Cc2ccc3c(c2)OCCO3)C1)NCc1ccccc1F (stereo not given)	4.0%	i	x	x	x	-0.5%	x	-4.9%	x	x
27	Cc1cccc(NC(=S)Nc2ccc(N3CCOCC3)cc2)c1C	3.8%	u	4.9	1	6.3	11.1%	11.3%	-5.2%	6.4%	-3.2%
28	COc1cc(/C=N/NC(N)=S)ccc1OCC(=O)N1CCOCC1	0.4%	i	-16.1	1	2.9	32.2%	6.1%	-1.8%	-7.4%	1.2%
29	Cc1cccc(N2CCN(C(c3ccncc3)c3nnnn3C(C)(C)C)CC2)c1C (stereo not given)	-6.2%	i	7.4	1.2	7.6	-7.1%	4.3%	4.4%	-0.9%	-5.9%
30	CCn1cc(C(=O)NCc2ccc3c(c2)OCO3)c2cc(OC)c(OC)cc2c1=O	1.7%	i	-4.3	1.1	-10.0	18.3%	20.3%	-6.7%	25.7%	-7.3%
31	COc1ccc(C(=O)/C=C/c2ccc(C)cc2)c(OC(=O)c2ccc([N+](=O)[O-])cc2)c1	-0.1%	i	13.8	1.1	-0.3	-15.1%	12.1%	5.8%	15.4%	-7.9%
32	COc1ccc(N(C)C(=S)Oc2ccc(C(=O)Nc3ccccc3)cc2)cc1	7.8%	i	-6.4	1.1	19.4	2.9%	1.9%	-0.3%	-0.1%	0.5%
33	O=C(CSc1nnc(-c2ccc(Br)cc2)n1CCc1ccccc1)NC1CCS(=O)(=O)C1 (stereo not given)	0.3%	i	-9.9	1.1	28.4	-11.2%	-0.2%	-5.7%	2.7%	-2.3%
34	CCOC(=O)CN1C(=O)S/C(=C/c2ccc(OC)c([N+](=O)[O-])c2)C1=O	2.5%	i	-5.5	1.1	5.5	-1.7%	6.0%	-4.1%	-3.0%	-2.5%
35	Fc1ccccc1NC(=S)Nc1ccc(CN2CCOCC2)cc1	10.5%	i	5.0	1.1	11.8	1.0%	-1.0%	-5.0%	-3.7%	-14.1%
36	O=C(Cn1cc(C(F)(F)F)ccc1=O)NCCc1ccc(Cl)cc1Cl	-0.6%	i	17.9	1.1	3.3	-7.6%	18.4%	-2.9%	10.1%	-9.4%
37	COc1ccc(OC)c(-n2c(-c3ccn[nH]3)n[nH]c2=S)c1	2.9%	i	x	x	x	-1.0%	x	-9.6%	x	x
38	COc1cc(/C=C2/C(=O)ON=C2C)ccc1OCc1cccc(F)c1	3.6%	i	8.6	1	15.8	4.1%	-26.1%	7.3%	-23.8%	-2.7%
39	Cc1noc2ncnc(N3CCCC3)c12	3.5%	i	6.9	1	9.1	2.7%	-3.5%	-7.5%	-0.1%	-1.0%
40	COc1ccc(-c2cc(C(=O)OCC(=O)N(C)C3CCS(=O)(=O)C3)c3ccccc3n2)cc1OC (stereo not given)	3.9%	i	4.9	1.1	8.2	4.2%	-3.7%	-0.8%	-4.3%	10.3%

Random excerpt: five compounds from above, in no set order.
no.	mol	M1AAP inhibition	Yfh1-depleted yeast	WT yeast gro inh	TNAP activation fold	WT yeast gro inh mutant strain	P. falciparum M17LAP	PMI inhibitors	LYP phosphatase	PMI inhibition	XIAP antagonists
40	COc1ccc(-c2cc(C(=O)OCC(=O)N(C)C3CCS(=O)(=O)C3)c3ccccc3n2)cc1OC (stereo not given)	3.9%	i	4.9	1.1	8.2	4.2%	-3.7%	-0.8%	-4.3%	10.3%
32	COc1ccc(N(C)C(=S)Oc2ccc(C(=O)Nc3ccccc3)cc2)cc1	7.8%	i	-6.4	1.1	19.4	2.9%	1.9%	-0.3%	-0.1%	0.5%
35	Fc1ccccc1NC(=S)Nc1ccc(CN2CCOCC2)cc1	10.5%	i	5.0	1.1	11.8	1.0%	-1.0%	-5.0%	-3.7%	-14.1%
39	Cc1noc2ncnc(N3CCCC3)c12	3.5%	i	6.9	1	9.1	2.7%	-3.5%	-7.5%	-0.1%	-1.0%
33	O=C(CSc1nnc(-c2ccc(Br)cc2)n1CCc1ccccc1)NC1CCS(=O)(=O)C1 (stereo not given)	0.3%	i	-9.9	1.1	28.4	-11.2%	-0.2%	-5.7%	2.7%	-2.3%

Next section
no.	mol	M1AAP inhibition	Yfh1-depleted yeast	WT yeast gro inh	TNAP activation fold	WT yeast gro inh mutant strain	P. falciparum M17LAP	PMI inhibitors	LYP phosphatase	PMI inhibition	XIAP antagonists
41	Cc1cc(C(=O)N/N=C2/CC(C)CC(C)(C)C2)c(C)o1 (stereo not given)	0.9%	i	9.4	1.1	-9.9	4.8%	-5.3%	2.3%	-3.7%	-0.3%
42	CCc1cccc(CC)c1NC(=O)CO/N=C(\N)CC(=O)NC1CCCCC1	-2.3%	i	20.5	1.1	1.2	-1.8%	-4.2%	1.8%	-0.3%	-2.5%
43	Cc1cc(C(=O)Nc2ccccn2)cs1	-0.1%	i	19.0	1	12.6	6.9%	-11.1%	2.0%	-0.3%	-7.8%
44	O=C(O/N=C1\CCS(=O)(=O)c2sccc21)c1ccc(F)cc1	5.4%	i	-15.0	1.1	-4.5	8.7%	-9.6%	-0.2%	-6.0%	-2.7%
45	O=C(O)/C=C/C(=O)Nc1ccc(C(=O)c2ccccc2)cc1	2.3%	i	-0.3	1.1	-14.8	21.4%	x	2.3%	x	-2.4%
46	CCOC(=O)Cn1cc(/C=N/N2C(=O)C3C4C=CC(C4)C3C2=O)c2ccccc21 (stereo not given)	15.1%	i	-13.0	1.1	-3.1	7.0%	-6.8%	-1.8%	0.4%	-5.9%
47	Cc1cccc(C)c1NC(=O)CCCCCC1NC(=O)NC1C (stereo not given)	-2.6%	i	-7.2	1.1	0.3	-1.2%	-16.3%	-5.8%	-12.6%	-7.2%
48	O=C(Cn1cc2c(n1)CCCC2)NCc1cccnc1	7.5%	i	11.9	1.1	2.2	-11.2%	7.7%	-4.5%	3.3%	-12.8%
49	Cc1cc([N+](=O)[O-])cc(/C=N\NC(=O)C2COc3ccccc3O2)c1O (stereo not given)	3.05µM*	i	x	x	x	55.3%	x	3.3%	x	x
50	Cc1[nH]c(=O)[nH]c(=O)c1Cc1cccc2ccccc12	-3.7%	i	-9.4	1.1	-18.9	-6.3%	-3.0%	-3.9%	0.4%	-1.6%
51	Cc1c(CC(=O)O)c(=O)oc2cc(OCc3nn[nH]n3)ccc12	18.7%	i	-15.1	1.1	-16.9	-36.7%	-4.4%	-14.5%	1.3%	-3.9%
